hcDAF-12 act: activators of H. contortus DAF-12 nuclear receptor; AID 652067; activation, % at 6.8 µM; 1.4% of 370,000 active; HEK293 hcDAF-12 lit1-tk-luc reporter, luminescence; 0% DMSO, 100% Δ7-dafachronic acid;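 active = activation above the mean of all tested compounds plus 3 SD, cut at about 5.5% in these data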;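 also: 100% = response to 3 µM Δ7-dafachronic acid high control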
SMARCA2 act: SMARCA2 function activation, primary screen; MG213 cells, MMTV-luciferase reporter, dexamethasone, overnight; activation, % at 9.1 µM; 1% of 370,000 active; AID 652017; in the data active = activation above about 7.8%;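 also: 0% = vehicle wells and 100% = reference activator wells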
PG9 binder: PG9 antibody binding by small molecule. TR-FRET gp120-PG9 antibody binding. inhibition, % at 6.7 µM. 0.43% of 360,000 active. AID 624416; in the data active = inhibition above about 8.5%
ssDAF-12 act: activators of S. stercoralis DAF-12 nuclear receptor; AID 652126; activation, % at 6.8 µM; 1% of 370,000 active; HEK293 ssDAF-12/GRIP1 lit1-tk-luc reporter, luminescence; % of 3 µM dafachronic acid response;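 active = activation above the mean over all tested compounds plus 3 SD, cut at about 0.9% in these data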;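 also: 0% = DMSO-only wells and 100% = 3 µM delta7-dafachronic acid wells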
DAX1 inh-1: inhibits human nuclear receptor DAX1. P51843. HEK293 Gal4-DAX1 luciferase reporter, luminescence. inhibition, % at 6.75 µM. 0.99% of 340,000 active. AID 504766;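 active = inhibition above the mean over all tested compounds plus 3 SD, cut at about 4.2% in these data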;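 also: 0% = DAX1-transfected cells with DMSO and 100% = empty-vector control cells with DMSO; inhibition shows as a rise in luminescence from relieved DAX1 repression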
sPLA2-III inh: Blocks human group III sPLA2 activity; Q9NZ20; QFRET BODIPY PC-A2 liposome hydrolysis, fluorescence; inhibition, % at 12.2 µM; 0.56% of 370,000 active;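 active = inhibition above mean plus 3 SD of compounds lying within the high and low control bounds, cut at about 19% in these data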;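 also: 0% = median of test compound wells and 100% = no enzyme DMSO wells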
Target sequence (Q9NZ20 whole entry, looked up): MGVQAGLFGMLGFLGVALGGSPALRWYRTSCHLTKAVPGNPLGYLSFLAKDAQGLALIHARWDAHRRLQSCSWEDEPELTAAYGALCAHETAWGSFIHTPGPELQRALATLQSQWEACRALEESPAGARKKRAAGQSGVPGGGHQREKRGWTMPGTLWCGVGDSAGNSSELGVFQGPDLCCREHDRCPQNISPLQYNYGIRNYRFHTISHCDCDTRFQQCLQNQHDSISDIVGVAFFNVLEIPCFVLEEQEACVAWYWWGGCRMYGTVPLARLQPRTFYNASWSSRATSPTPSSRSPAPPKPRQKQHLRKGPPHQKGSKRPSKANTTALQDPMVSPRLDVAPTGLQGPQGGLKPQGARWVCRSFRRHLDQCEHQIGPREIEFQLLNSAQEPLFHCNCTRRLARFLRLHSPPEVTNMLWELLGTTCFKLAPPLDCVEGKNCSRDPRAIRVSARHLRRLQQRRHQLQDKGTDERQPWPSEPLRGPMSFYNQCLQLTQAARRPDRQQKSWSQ
PLC-beta3 inh: blocks human PLC-beta3 enzyme activity; Purified PLC-beta3, fluorogenic substrate, fluorescence; inhibition, % at 12.2 µM; AID 720704; 0.18% of 370,000 active; Q01970; in the data active = inhibition above about 11%;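 also: 0% = median of compound wells on plate and 100% = full blocker control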
hgDAF12 agonist: activates the H. glycines DAF-12 receptor ligand-binding domain. HEK293 GAL4-hgDAF12 UAS-luciferase reporter, agonist luminescence; normalized to butyrate control. activation, % at 6.8 µM. 1.8% of 370,000 active;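 active = activation above a cutoff set at the mean of all screened compounds plus 3 SD, cut at about 10% in these data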;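 also: 0% = DMSO wells and 100% = sodium butyrate wells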
NR1D1 modulator: Rev-erb alpha (human) modulation; P20393; 0.79% of 370,000 active; Rev-erbα–FITC-DNA binding, fluorescence polarization, 90 min; activity, % at 10 µM;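 active = activity above about 14%, limit read from the data; passing the limit was not always enough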;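 also: 0% = DMSO wells with 35 nM protein and 100% = DMSO wells with 750 nM protein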
Target sequence (P20393 whole entry, looked up): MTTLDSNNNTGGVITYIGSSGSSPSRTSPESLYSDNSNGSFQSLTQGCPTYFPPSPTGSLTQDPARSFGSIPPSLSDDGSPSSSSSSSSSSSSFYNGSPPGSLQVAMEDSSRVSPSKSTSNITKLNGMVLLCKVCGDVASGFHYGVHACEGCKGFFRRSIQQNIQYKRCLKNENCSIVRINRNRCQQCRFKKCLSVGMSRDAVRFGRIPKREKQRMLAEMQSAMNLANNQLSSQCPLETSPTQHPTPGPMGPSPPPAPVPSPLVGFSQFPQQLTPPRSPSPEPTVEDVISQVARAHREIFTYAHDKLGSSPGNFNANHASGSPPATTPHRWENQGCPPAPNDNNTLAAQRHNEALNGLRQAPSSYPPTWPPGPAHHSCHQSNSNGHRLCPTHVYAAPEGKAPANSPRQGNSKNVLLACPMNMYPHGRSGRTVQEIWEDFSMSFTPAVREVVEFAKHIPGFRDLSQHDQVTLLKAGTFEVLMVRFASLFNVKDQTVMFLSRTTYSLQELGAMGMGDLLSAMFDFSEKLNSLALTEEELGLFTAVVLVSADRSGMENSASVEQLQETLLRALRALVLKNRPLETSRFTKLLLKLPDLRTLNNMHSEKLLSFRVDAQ
DAX1 inh-2: DAX1 (NR0B1) inhibition, primary screen; HEK293T StAR-luciferase reporter, SF-1/DAX-1 repression relief; inhibition, % at 6.8 µM; 1.1% of 370,000 active; AID 652010;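 active = inhibition above the mean over all tested compounds plus 3 SD, cut at about 3.6% in these data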;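 also: 0% = DAX-1 cells with DMSO and 100% = cells lacking DAX-1 with DMSO; higher inhibition means more luminescence from relief of DAX-1 repression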
FXN GAA850 act: activators of GAA850 frataxin (FXN) promoter; HEK293 lucGAA850 FXN promoter luciferase reporter, 24 h; percent of 10 µM SAHA response; activation, % at 6 µM; AID 540364; 0.56% of 360,000 active;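 active = activation above the average of all compounds screened plus 3 SD, cutoff fixed separately per campaign, cut at about 7.5% in these data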;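 also: 0% = DMSO wells and 100% = 10 µM SAHA wells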
Active calls of the source: *. The order is random (roughly 7% active in at least one column).

Screening COc1cccc(N2CCN(CC(=O)Nc3nnc(-c4ccccc4)s3)CC2)c1 returned hcDAF-12 act -0.7, SMARCA2 act -4, PG9 binder -3.3, ssDAF-12 act -1.2, DAX1 inh-1 -1.4, sPLA2-III inh -13, PLC-beta3 inh -2, hgDAF12 agonist -2.8, NR1D1 modulator 0, DAX1 inh-2 -2.0 and FXN GAA850 act 5.1.
CCOc1ccccc1NC(=O)COC(=O)/C=C/c1cccs1 was read as hcDAF-12 act -1.3, SMARCA2 act -1, PG9 binder -1.4, ssDAF-12 act -1.0, DAX1 inh-1 -1.4, sPLA2-III inh 2, PLC-beta3 inh 4, hgDAF12 agonist 0.7, NR1D1 modulator -6, DAX1 inh-2 -0.8 and FXN GAA850 act -0.5.
For COc1ccc(N(CC(O)Cn2nnc3ccccc32)S(=O)(=O)c2ccc(C)cc2)cc1 (configuration not stated) the results were hcDAF-12 act -1.1, SMARCA2 act 1, PG9 binder -0.9, ssDAF-12 act -1.6, DAX1 inh-1 0.1, sPLA2-III inh -13, PLC-beta3 inh 0, hgDAF12 agonist 0.3, NR1D1 modulator -2, DAX1 inh-2 0.4 and FXN GAA850 act -1.4.
For CC(NC(=O)CCNC(=O)c1ccc(C(C)(C)C)cc1)c1ccccc1 (configuration not stated) the results were hcDAF-12 act -1.7, SMARCA2 act -3, PG9 binder 2.4, ssDAF-12 act -1.6, DAX1 inh-1 -1.3, sPLA2-III inh -6, PLC-beta3 inh 1, hgDAF12 agonist 0.9, NR1D1 modulator -2, DAX1 inh-2 -0.6 and FXN GAA850 act -1.3.
Screening C=CCn1c(SCc2ccc(C(=O)Nc3nccs3)cc2)nnc1-c1ccc(C)c(Cl)c1 returned hcDAF-12 act -3.8, SMARCA2 act -3, PG9 binder -0.1, ssDAF-12 act -2.9, DAX1 inh-1 -3.6, sPLA2-III inh -23, PLC-beta3 inh 1, hgDAF12 agonist -7.2, NR1D1 modulator 2, DAX1 inh-2 -2.3 and FXN GAA850 act -3.6.
`CCOc1ccccc1-n1nnnc1SCC(=O)Nc1cc(C)on1` gave hcDAF-12 act 0.1, SMARCA2 act 1, PG9 binder 0.5, ssDAF-12 act -1.5, DAX1 inh-1 0.6, sPLA2-III inh -8, PLC-beta3 inh 2, hgDAF12 agonist -1.1, NR1D1 modulator -1, DAX1 inh-2 -0.3 and FXN GAA850 act -1.0.
Screening COCCN(C(=O)c1csnn1)C(C(=O)NC1CCCCC1)c1ccc(C)cc1 (configuration not stated) returned hcDAF-12 act -0.5, SMARCA2 act 2, PG9 binder -1.2, ssDAF-12 act -0.4, DAX1 inh-1 -0.4, sPLA2-III inh -4, PLC-beta3 inh 0, hgDAF12 agonist -1.5, NR1D1 modulator -4, DAX1 inh-2 0.4 and FXN GAA850 act -1.4.
CCO[C@H]1OC(C(=O)Nc2ccccc2)=C[C@@H](C2CC2)[C@@H]1CCCO was read as hcDAF-12 act -0.9, SMARCA2 act 0, PG9 binder -0.1, ssDAF-12 act -1.2, DAX1 inh-1 1.6, sPLA2-III inh 3, PLC-beta3 inh -1, hgDAF12 agonist -2.0, NR1D1 modulator 3, DAX1 inh-2 -0.2 and FXN GAA850 act 0.4.
For CC1CCc2c(sc3ncnc(NCc4cccnc4)c23)C1 (configuration not stated) the results were hcDAF-12 act -1.5, SMARCA2 act -2, PG9 binder -1.7, ssDAF-12 act -1.1, DAX1 inh-1 -0.6, sPLA2-III inh -8, PLC-beta3 inh -3, hgDAF12 agonist 3.0, DAX1 inh-2 -0.8 and FXN GAA850 act 2.9.
Screening C/C(=N\NC(=O)NC1CCCCC1)c1ccc(OC(F)F)cc1OC(F)F returned hcDAF-12 act -4.2, SMARCA2 act 0, PG9 binder 0.7, ssDAF-12 act -2.0, DAX1 inh-1 0.2, sPLA2-III inh 0, PLC-beta3 inh -25, hgDAF12 agonist -1.2, NR1D1 modulator 0, DAX1 inh-2 -1.4 and FXN GAA850 act 3.1.
`COC(=O)c1cc([N+](=O)[O-])c(C)c(C)n1` gave hcDAF-12 act -0.6, SMARCA2 act -2, PG9 binder 0.2, ssDAF-12 act -1.2, DAX1 inh-1 2.6, sPLA2-III inh 3, PLC-beta3 inh 0, hgDAF12 agonist -1.2, NR1D1 modulator 2, DAX1 inh-2 0.1 and FXN GAA850 act -1.3.
`CC(=O)CCc1oc2ccc(C)cc2c1-c1ccc(C)o1` gave hcDAF-12 act 2.8, SMARCA2 act -1, PG9 binder -0.4, ssDAF-12 act -0.8, DAX1 inh-1 0.6, sPLA2-III inh -30, PLC-beta3 inh -13, hgDAF12 agonist -2.3, NR1D1 modulator -2, DAX1 inh-2 -0.6 and FXN GAA850 act 0.4.
For CN1[C@@H](Cc2ccccc2)COc2cccc(F)c2S1(=O)=O the results were hcDAF-12 act -2.0, SMARCA2 act 0, ssDAF-12 act -1.4, sPLA2-III inh -8, PLC-beta3 inh 3, hgDAF12 agonist -0.4, NR1D1 modulator 7 and DAX1 inh-2 -0.9.
`C=CC[C@@H](CC(=O)N(CCO)Cc1ccccc1)C(=O)N[C@H](COC(=O)[C@@H](CC=C)Cc1ccc(F)cc1)C(C)(C)C` gave hcDAF-12 act -1.2, SMARCA2 act -1, PG9 binder 0.4, ssDAF-12 act -1.3, DAX1 inh-1 0.6, sPLA2-III inh -16, PLC-beta3 inh 1, hgDAF12 agonist -2.0, NR1D1 modulator 5, DAX1 inh-2 -0.7 and FXN GAA850 act -3.5.
CCN(CC)c1ccc(/C=N/NC(=O)c2ccc(Br)o2)cc1 was read as hcDAF-12 act 1.9, SMARCA2 act 6, PG9 binder -5.9, ssDAF-12 act 0.2, DAX1 inh-1 1.6, sPLA2-III inh 6, PLC-beta3 inh -76, hgDAF12 agonist 17*, NR1D1 modulator -2, DAX1 inh-2 1.8 and FXN GAA850 act 1.3.
`CCOc1ccc(OCC)c(NC(=O)C2CCCN2S(=O)(=O)c2cccc3cccnc23)c1` (configuration not stated) gave hcDAF-12 act -4.4, SMARCA2 act 1, PG9 binder -2.2, ssDAF-12 act -1.9, DAX1 inh-1 -3.1, sPLA2-III inh -2, PLC-beta3 inh 0, hgDAF12 agonist -1.5, NR1D1 modulator -6, DAX1 inh-2 -2.4 and FXN GAA850 act -4.2.
For COc1cccc(-c2nnc3sc(-c4ccco4)nn23)c1 the results were hcDAF-12 act -0.6, SMARCA2 act 1, PG9 binder -0.7, ssDAF-12 act -0.8, DAX1 inh-1 4.2*, sPLA2-III inh 5, PLC-beta3 inh 3, hgDAF12 agonist 2.1, NR1D1 modulator -2, DAX1 inh-2 0.8 and FXN GAA850 act 2.6.
For CCCCCC[n+]1c(-c2ccc(Cl)cc2Cl)csc1Nc1ccccc1 the results were hcDAF-12 act -2.0, SMARCA2 act 1, PG9 binder -1.4, ssDAF-12 act -1.1, DAX1 inh-1 0.0, sPLA2-III inh 9, PLC-beta3 inh 1, hgDAF12 agonist -0.9, NR1D1 modulator -3, DAX1 inh-2 -0.5 and FXN GAA850 act 0.3.
For Cc1cc2nsnc2c(S(=O)(=O)NCC(=O)O)c1C the results were hcDAF-12 act 0.3, SMARCA2 act -4, PG9 binder -3.2, ssDAF-12 act -0.6, DAX1 inh-1 0.6, sPLA2-III inh 18, PLC-beta3 inh 2, hgDAF12 agonist -1.8, NR1D1 modulator 5, DAX1 inh-2 -0.4 and FXN GAA850 act -3.1.
`CN1CCc2c(sc(/N=C/c3c[nH]c4ccccc34)c2C#N)C1` gave hcDAF-12 act 8.7*, SMARCA2 act 4, PG9 binder -2.4, ssDAF-12 act 0.5, sPLA2-III inh -12, PLC-beta3 inh -137, hgDAF12 agonist 3.9, NR1D1 modulator 6, DAX1 inh-2 1.8 and FXN GAA850 act 2.6.
For CN=C1SC(CC(=O)Nc2ccc(N3CCOCC3)cc2)C(=O)N1C (configuration not stated) the results were hcDAF-12 act 1.2, SMARCA2 act -1, PG9 binder -2.0, ssDAF-12 act -0.9, DAX1 inh-1 2.0, sPLA2-III inh 1, PLC-beta3 inh -2, hgDAF12 agonist -1.3, NR1D1 modulator -8, DAX1 inh-2 1.1 and FXN GAA850 act 13*.
O=C(CCC(=O)c1cccs1)Nc1ccc(F)c(F)c1F was read as hcDAF-12 act 0.6, SMARCA2 act -3, PG9 binder -1.4, ssDAF-12 act -0.6, DAX1 inh-1 0.2, sPLA2-III inh -2, PLC-beta3 inh -19, hgDAF12 agonist 0.8, NR1D1 modulator 9, DAX1 inh-2 0.0 and FXN GAA850 act 0.5.
`CN(CC(=O)Nc1cccc(F)c1)C(=O)c1cccc(S(=O)(=O)N2CCN(c3ccc(F)cc3)CC2)c1` gave hcDAF-12 act -2.4, SMARCA2 act -6, PG9 binder -1.4, ssDAF-12 act -2.0, DAX1 inh-1 -0.9, sPLA2-III inh -27, PLC-beta3 inh -4, hgDAF12 agonist -4.6, NR1D1 modulator -3, DAX1 inh-2 -4.2 and FXN GAA850 act -3.4.
`CCC[C@@H](/C=C/C(=O)OC(C)(C)C)Sc1ccccc1OC` gave hcDAF-12 act 0.4, SMARCA2 act 0, ssDAF-12 act -0.4, sPLA2-III inh 1, PLC-beta3 inh 4, hgDAF12 agonist -1.8, NR1D1 modulator 11 and DAX1 inh-2 -0.4.
For COC(=O)c1sccc1S(=O)(=O)NC(C)c1cnn(-c2ccc(OC)cc2)c1C (configuration not stated) the results were hcDAF-12 act -2.5, SMARCA2 act 1, PG9 binder 0.1, ssDAF-12 act -1.6, DAX1 inh-1 0.6, sPLA2-III inh 2, PLC-beta3 inh -10, hgDAF12 agonist -2.4, NR1D1 modulator -4, DAX1 inh-2 -1.6 and FXN GAA850 act 1.9.
`CCN(CC(=O)Nc1ccc(NC(C)=O)cc1)C(=O)C(c1ccccc1)c1ccccc1` gave hcDAF-12 act -0.7, SMARCA2 act -3, PG9 binder 1.0, ssDAF-12 act -1.2, DAX1 inh-1 -0.7, sPLA2-III inh -5, PLC-beta3 inh 0, hgDAF12 agonist -3.2, NR1D1 modulator 1, DAX1 inh-2 -0.3 and FXN GAA850 act -0.1.
`CCOc1ccc(N(CC)C(=O)c2nn(-c3ccc(OC)cc3)c(=O)c3c2c2ccccc2n3C)cc1` gave hcDAF-12 act -2.3, SMARCA2 act 1, PG9 binder -1.9, ssDAF-12 act -1.3, DAX1 inh-1 1.6, sPLA2-III inh 1, PLC-beta3 inh 0, hgDAF12 agonist -2.0, NR1D1 modulator 8, DAX1 inh-2 -0.4 and FXN GAA850 act -1.5.

Structures shown so far that have a Cl atom:
Screening C=CCn1c(SCc2ccc(C(=O)Nc3nccs3)cc2)nnc1-c1ccc(C)c(Cl)c1 returned hcDAF-12 act -3.8, SMARCA2 act -3, PG9 binder -0.1, ssDAF-12 act -2.9, DAX1 inh-1 -3.6, sPLA2-III inh -23, PLC-beta3 inh 1, hgDAF12 agonist -7.2, NR1D1 modulator 2, DAX1 inh-2 -2.3 and FXN GAA850 act -3.6.
For CCCCCC[n+]1c(-c2ccc(Cl)cc2Cl)csc1Nc1ccccc1 the results were hcDAF-12 act -2.0, SMARCA2 act 1, PG9 binder -1.4, ssDAF-12 act -1.1, DAX1 inh-1 0.0, sPLA2-III inh 9, PLC-beta3 inh 1, hgDAF12 agonist -0.9, NR1D1 modulator -3, DAX1 inh-2 -0.5 and FXN GAA850 act 0.3.
